Screens (PubChem)
AID2073: disruptors of CaV2.2 binding to Mint1 – biochemical, HTRF (AID 2073); HTRF protein-protein interaction, Mint1-CaV2.2; higher % means a stronger effect; inhibition, % at 20 µM; hits with a dose series show IC50 in µM; 0.19% of 290,000 active; in the data active means inhibition mostly above about 51%, no sharp cut-off; further: some results filed as inactive read as strong as hits
GPR55 beta-arrestin: selective activators of receptor GPR55 – imaging, U2OS cells, beta-arrestin-GFP redistribution, primary screen (AID 1961). U2OS GPR55 beta-arrestin-GFP redistribution imaging; higher % means a stronger effect. activation, % at 10 µM; hits with a dose series show EC50 in µM. 0.048% of 290,000 active;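 active means activation above 40% with more than 50 cells counted in the well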;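 further: U2OS osteosarcoma cells stably expressing GPR55 and beta-arrestin-GFP; plate controls were DMSO negative control for no effect and LPI positive control for full effect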
GPR55 antagonists: GPR55 antagonists blocking LPI-driven arrestin recruitment, primary screen, imaging, U2OS, beta-arrestin-GFP, LPI agonist (AID 2013) | 0.13% of 290,000 active | inhibition, % at 10 µM, or IC50 in µM where a hit was titrated | U2OS GPR55 beta-arrestin-GFP translocation imaging, LPI antagonism; higher % means a stronger effect;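 active means spots per cell inhibited over 60%, with over 100 cells counted and total cytoplasm intensity under 500,000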;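 further: U2OS cells stably carrying GPR55 and arrestin-GFP stimulated by 5 µM LPI near EC80; imaged beta-arrestin-GFP aggregate spots per cell after agonist stimulation; plate controls were LPI-stimulated DMSO wells for no effect and DMSO wells without LPI for full effect; some results filed as inactive read as strong as hits; confirmed hits need IC50 under 10 µM and bright autofluorescent wells are also inconclusive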
NTR1 ag: NTR1-driven beta-arrestin-GFP spot formation – imaging, U2OS cells, high content, primary screen (AID 493036); P30989; agonist mode; activation, % at 20 µM; 0.17% of 330,000 active;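 active means activation at or above 40% of the spot to cytoplasm intensity ratio, with at least 20 cells analyzed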;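 further: 0% = DMSO without peptide and 100% = 100 nM NTR1 peptide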
Target sequence (P30989 whole entry, looked up): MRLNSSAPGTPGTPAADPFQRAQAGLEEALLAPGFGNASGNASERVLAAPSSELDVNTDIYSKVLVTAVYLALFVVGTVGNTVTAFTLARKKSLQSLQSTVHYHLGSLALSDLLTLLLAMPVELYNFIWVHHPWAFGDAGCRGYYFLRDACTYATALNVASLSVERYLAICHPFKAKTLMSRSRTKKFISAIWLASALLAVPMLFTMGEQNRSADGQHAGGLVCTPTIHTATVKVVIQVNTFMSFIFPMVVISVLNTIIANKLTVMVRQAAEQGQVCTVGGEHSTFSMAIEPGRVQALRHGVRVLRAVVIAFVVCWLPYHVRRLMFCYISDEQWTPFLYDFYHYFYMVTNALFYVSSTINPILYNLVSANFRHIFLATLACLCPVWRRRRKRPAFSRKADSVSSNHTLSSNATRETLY
NS5 inhibitors: flavivirus cap methylation enzyme inhibition – biochemical, confirmation dose response, primary screen (AID 588689). Dengue-2 NS5 methyltransferase capping enzyme assay, biochemical; higher % means a stronger effect. inhibition, % at 25 µM; hits with a dose series show IC50 in µM. 0.3% of 340,000 active; in the data active means a potency from the dose series
GPR35 antagonists: GPR35 antagonists blocking zaprinast-driven arrestin recruitment, primary screen, imaging, U2OS, beta-arrestin-GFP, zaprinast agonist (AID 2058). U2OS GPR35 beta-arrestin-GFP translocation imaging, zaprinast antagonism; higher % means a stronger effect. 0.052% of 290,000 active. one-dose inhibition, % at 10 µM; IC50 in µM for titrated hits;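 active means inhibition of at least 50% with at least 30 cells and total cytoplasm GFP at most 10,000,000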
Rac1 GTP hydrolysis: MgcRacGAP GTPase-activating activity inhibitors, confirmation, biochemical, ADP Hunter fluorescence | MgcRacGAP-stimulated Rac1 GTP hydrolysis, ADP Hunter fluorescence; higher % means a stronger effect; GST-tagged Rac1 F28L mutant substrate | AID 624330 | inhibition, % at 30 µM, or IC50 in µM where a hit was titrated | 0.6% of 340,000 active;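 active means first-screen hits whose inhibition reached a set limit at any dose in the follow-up dose series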;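 further: fluorescence reports GDP produced by GAP-driven GTP hydrolysis; strong numbers were not always called active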
SV40 large T antigen: SV40 large T antigen inhibitors, biochemical (AID 1903) | SV40 large T antigen ATPase/helicase inhibition assay; higher % means a stronger effect | inhibition, % at 20 µM, or IC50 in µM where a hit was titrated | 0.39% of 310,000 active; in the data active means a potency from the dose series; further: strong numbers were not always called active
Yfh1-depleted yeast: mitochondrial function rescue without frataxin homolog – Friedreich's ataxia, plus single-dose screen, dose response (AID 1465); S. cerevisiae Yfh1-off respiration, WST-1 reduction, 72 h; higher fold induction means a stronger effect; fold induction at 50 µM, or EC50 in µM where a hit was titrated; 0.074% of 220,000 active;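 active means fold induction of absorbance versus untreated yeast above a set limit, then at least 30% activation at any dose in follow-up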;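 further: activators that raise dye reduction in frataxin-depleted yeast; strong numbers were not always called active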
NTR1 ag cell count 20 µM: second read-out of NTR1 ag, no call of its own (marks repeat the call); cell count; measured here: cell count, cytotoxicity flag
* marks the source's active call; other numbers are inactive results.

`COc1cc(/C=C2\C(=O)ON=C2c2ccccc2)cc(OC)c1OC` gave AID2073 25%, GPR55 beta-arrestin -0.1%, GPR55 antagonists 6%, NTR1 ag -0.1, NS5 inhibitors 11%, GPR35 antagonists 22%, Rac1 GTP hydrolysis 15%, SV40 large T antigen 10%, Yfh1-depleted yeast inactive and NTR1 ag cell count 20 µM 54.
Cc1ccc(N(C(=O)c2csnn2)C(C(=O)NC2CCCC2)c2ccncc2)c(C)c1 (stereo not drawn) was read as AID2073 8%, GPR55 beta-arrestin -0.1%, GPR55 antagonists -8%, NTR1 ag 0.6, NS5 inhibitors 1%, GPR35 antagonists -5%, Rac1 GTP hydrolysis 9%, SV40 large T antigen -11% and NTR1 ag cell count 20 µM 53.
For O=C(CCS(=O)(=O)c1ccc(Br)cc1)Nc1ccccc1Cl the results were AID2073 0%, GPR55 beta-arrestin -0.2%, GPR55 antagonists -2%, NTR1 ag -0.8, NS5 inhibitors 3%, GPR35 antagonists 5%, Rac1 GTP hydrolysis 5%, SV40 large T antigen 10% and NTR1 ag cell count 20 µM 31.
For CCC(C)Sc1ccc([C@@H]2[C@H]3C(=O)N(CC)C(=O)[C@H]3[C@]3(C(=O)OC)CCCN23)cc1OC (stereo partly drawn) the results were NTR1 ag 0.6, NS5 inhibitors -4%, Rac1 GTP hydrolysis 4%, SV40 large T antigen 16% and NTR1 ag cell count 20 µM 58.
For COc1ccc(CNC(=O)Cn2nc(C(F)(F)F)cc2C)cc1 the results were AID2073 3%, GPR55 beta-arrestin 0.6%, GPR55 antagonists -10%, NTR1 ag 0.5, NS5 inhibitors -14%, GPR35 antagonists 8%, Rac1 GTP hydrolysis 5%, SV40 large T antigen 6%, Yfh1-depleted yeast inactive and NTR1 ag cell count 20 µM 77.
Screening Cc1cccc(OCC(=O)N/N=C/c2sc(=O)n(Cc3cccc(C(=O)O)c3)c2Cl)c1 returned AID2073 1%, GPR55 beta-arrestin -0.2%, GPR55 antagonists 6%, NTR1 ag -1.2, NS5 inhibitors -43%, GPR35 antagonists 11%, Rac1 GTP hydrolysis 6%, SV40 large T antigen 10%, Yfh1-depleted yeast inactive and NTR1 ag cell count 20 µM 61.
Screening Cc1nnc2c(NCC(C)c3ccccc3)nc3ccccc3n12 (stereo not drawn) returned AID2073 -9%, GPR55 beta-arrestin -0.3%, GPR55 antagonists 9%, NTR1 ag 5.1, NS5 inhibitors -4%, GPR35 antagonists -11%, Rac1 GTP hydrolysis 9%, SV40 large T antigen 7% and NTR1 ag cell count 20 µM 83.
CCOC(=O)C1=C(CN2CCN(C(=O)c3ccco3)CC2)NC(=O)NC1c1ccc(F)cc1 (stereo not drawn) was read as AID2073 2%, GPR55 beta-arrestin 0.3%, GPR55 antagonists 1%, NTR1 ag 0.1, NS5 inhibitors 0%, GPR35 antagonists 5%, Rac1 GTP hydrolysis 7%, SV40 large T antigen 9% and NTR1 ag cell count 20 µM 63.
Screening Cc1ccc(CNC(=O)CN(C(=O)N2CCN(C)CC2)S(=O)(=O)c2ccc(C)cc2)cc1 returned NTR1 ag 0.1, NS5 inhibitors -8%, Rac1 GTP hydrolysis 6%, SV40 large T antigen 8% and NTR1 ag cell count 20 µM 66.
`O=C(CCCCCCN1C(=O)c2ccccc2C1=O)NC1CCCCC1` gave AID2073 -6%, GPR55 beta-arrestin 0.2%, GPR55 antagonists 10%, NTR1 ag -1.0, NS5 inhibitors -8%, GPR35 antagonists 10%, Rac1 GTP hydrolysis -8%, SV40 large T antigen -17%, Yfh1-depleted yeast inactive and NTR1 ag cell count 20 µM 48.
Screening O=C(CSc1nccn1-c1cccc(Cl)c1)NC1CCCC1 returned AID2073 14%, GPR55 beta-arrestin -0.1%, GPR55 antagonists -7%, NTR1 ag -1.0, NS5 inhibitors -9%, GPR35 antagonists 7%, Rac1 GTP hydrolysis 18%, SV40 large T antigen 2%, Yfh1-depleted yeast inactive and NTR1 ag cell count 20 µM 47.
Cc1ccc(/C=c2\sc3nc(-c4cccnc4)nn3c2=O)cc1 was read as AID2073 21%, GPR55 beta-arrestin 0.3%, GPR55 antagonists 33%, NS5 inhibitors 7%, GPR35 antagonists -3%, Rac1 GTP hydrolysis 10% and SV40 large T antigen 5%.

Three records drawn at random from the list so far:
Cc1ccc(N(C(=O)c2csnn2)C(C(=O)NC2CCCC2)c2ccncc2)c(C)c1 (stereo not drawn) was read as AID2073 8%, GPR55 beta-arrestin -0.1%, GPR55 antagonists -8%, NTR1 ag 0.6, NS5 inhibitors 1%, GPR35 antagonists -5%, Rac1 GTP hydrolysis 9%, SV40 large T antigen -11% and NTR1 ag cell count 20 µM 53.
Screening Cc1ccc(CNC(=O)CN(C(=O)N2CCN(C)CC2)S(=O)(=O)c2ccc(C)cc2)cc1 returned NTR1 ag 0.1, NS5 inhibitors -8%, Rac1 GTP hydrolysis 6%, SV40 large T antigen 8% and NTR1 ag cell count 20 µM 66.
For COc1ccc(CNC(=O)Cn2nc(C(F)(F)F)cc2C)cc1 the results were AID2073 3%, GPR55 beta-arrestin 0.6%, GPR55 antagonists -10%, NTR1 ag 0.5, NS5 inhibitors -14%, GPR35 antagonists 8%, Rac1 GTP hydrolysis 5%, SV40 large T antigen 6%, Yfh1-depleted yeast inactive and NTR1 ag cell count 20 µM 77.

New compounds follow.
`CCn1cnc2cc(NCc3ccncc3)ccc21` gave AID2073 -32%, GPR55 beta-arrestin -0.1%, GPR55 antagonists 13%, NTR1 ag -0.1, NS5 inhibitors 7%, GPR35 antagonists 11%, Rac1 GTP hydrolysis 9%, SV40 large T antigen 30%, Yfh1-depleted yeast inactive and NTR1 ag cell count 20 µM 40.
For O=C(NNC(=O)c1ccco1)c1ccccc1 the results were AID2073 1%, GPR55 beta-arrestin 0.1%, GPR55 antagonists -4%, NTR1 ag -1.9, NS5 inhibitors 1%, GPR35 antagonists -5%, Rac1 GTP hydrolysis 9%, SV40 large T antigen 3%, Yfh1-depleted yeast inactive and NTR1 ag cell count 20 µM 59.
For CCOC(=O)c1cc(NC(=O)c2ccc(C)cc2)c(=O)oc1C(F)(F)F the results were AID2073 13%, GPR55 beta-arrestin 0.4%, GPR55 antagonists 7%, NTR1 ag -1.7, NS5 inhibitors 10%, GPR35 antagonists -11%, Rac1 GTP hydrolysis 11%, SV40 large T antigen 7%, Yfh1-depleted yeast inactive and NTR1 ag cell count 20 µM 83.
`COc1cccc(CN2CCNC(=O)C2CC(=O)NCCN2CCOCC2)c1OC` (stereo not drawn) gave AID2073 8%, GPR55 beta-arrestin -0.1%, GPR55 antagonists -2%, NTR1 ag -1.5, NS5 inhibitors 3%, GPR35 antagonists -9%, Rac1 GTP hydrolysis 4%, SV40 large T antigen -6% and NTR1 ag cell count 20 µM 62.
Screening COc1cccc(OCCn2cc(C(C)=O)c3ccccc32)c1 returned AID2073 0%, GPR55 beta-arrestin -0.2%, GPR55 antagonists 8%, NTR1 ag 4.8, GPR35 antagonists 4%, Rac1 GTP hydrolysis 12%, SV40 large T antigen 14% and NTR1 ag cell count 20 µM 54.
COC(=O)c1ccc(C(=O)OC)c(NC(=O)/C=C/C(=O)O)c1 was read as AID2073 17%, GPR55 beta-arrestin 0.3%, GPR55 antagonists 11%, NTR1 ag 0.3, NS5 inhibitors 0%, GPR35 antagonists 8%, Rac1 GTP hydrolysis 10%, SV40 large T antigen 7%, Yfh1-depleted yeast inactive and NTR1 ag cell count 20 µM 59.
CCN1C(=O)/C(=C\N(C)C)S/C1=N\S(=O)(=O)c1ccc(C)cc1 was read as AID2073 2%, GPR55 beta-arrestin -0.4%, GPR55 antagonists 6%, NTR1 ag 0.6, NS5 inhibitors 0%, GPR35 antagonists 5%, Rac1 GTP hydrolysis -6%, SV40 large T antigen 23%, Yfh1-depleted yeast inactive and NTR1 ag cell count 20 µM 67.
O=C(Nc1ccccc1F)Nc1cc(Cl)ccc1-n1cncn1 was read as AID2073 43%, GPR55 beta-arrestin 0.2%, GPR55 antagonists -10%, NTR1 ag -0.9, NS5 inhibitors -2%, GPR35 antagonists 9%, Rac1 GTP hydrolysis 5%, SV40 large T antigen 4% and NTR1 ag cell count 20 µM 41.
CO/N=C(/CS(=O)(=O)Cc1ccccc1Cl)c1ccc(Cl)cc1Cl was read as AID2073 3%, GPR55 beta-arrestin 0.6%, GPR55 antagonists 8%, NTR1 ag 1.4, NS5 inhibitors -1%, GPR35 antagonists 6%, Rac1 GTP hydrolysis 4%, SV40 large T antigen 4%, Yfh1-depleted yeast inactive and NTR1 ag cell count 20 µM 49.
`Cc1noc(C)c1C1(O)CCCCCCCCCCC1` gave AID2073 -1%, GPR55 beta-arrestin -0.3%, GPR55 antagonists 3%, NTR1 ag 2.8, NS5 inhibitors -2%, GPR35 antagonists -14%, Rac1 GTP hydrolysis -6%, SV40 large T antigen 0%, Yfh1-depleted yeast inactive and NTR1 ag cell count 20 µM 42.
Screening Cc1nnc(SCC(=O)NCc2ccco2)[nH]c1=O returned AID2073 -3%, GPR55 beta-arrestin -0.2%, GPR55 antagonists -7%, NTR1 ag 0.7, NS5 inhibitors 1%, GPR35 antagonists 20%, Rac1 GTP hydrolysis 1%, SV40 large T antigen 7%, Yfh1-depleted yeast inactive and NTR1 ag cell count 20 µM 95.
For C=C(C)C(=O)Nc1cccc(C2=NOC3(C2)C[C@@H](C(N)=O)N(C(=O)[C@H]2CCC(=O)N2)C3)c1 (stereo partly drawn) the results were AID2073 44%, GPR55 beta-arrestin -0.2%, GPR55 antagonists -3%, NTR1 ag -4.7, NS5 inhibitors -4%, GPR35 antagonists -4%, Rac1 GTP hydrolysis 9%, SV40 large T antigen 9%, Yfh1-depleted yeast inactive and NTR1 ag cell count 20 µM 56.
O=C(NCc1cccs1)C1CCCN(c2ncccn2)C1 (stereo not drawn) was read as AID2073 7%, GPR55 beta-arrestin 0.3%, GPR55 antagonists -8%, NTR1 ag 0.2, NS5 inhibitors -2%, GPR35 antagonists 0%, Rac1 GTP hydrolysis 11%, Yfh1-depleted yeast inactive and NTR1 ag cell count 20 µM 78.
`CCCC(C(=O)NCC1CCCO1)N(C(=O)CNS(=O)(=O)c1ccccc1)c1ccc(F)cc1` (stereo not drawn) gave AID2073 2%, GPR55 beta-arrestin -0.2%, GPR55 antagonists 4%, NTR1 ag 2.3, NS5 inhibitors 6%, GPR35 antagonists -5%, Rac1 GTP hydrolysis 5%, SV40 large T antigen 3% and NTR1 ag cell count 20 µM 39.
